Screens as filed in PubChem BioAssay.
PLK1 PBD block = qHTS for Inhibitors of PLK1-PDB (polo-like kinase 1 - polo-box domain): Primary Screen; Serine/threonine-protein kinase PLK1 (Homo sapiens), P53350; Plk1 PBD binding of FITC phosphopeptide, fluorescence polarization; Potency, µM, without a hit: max response, negative = inhibition, usual class: inhibitors; actives 2.8% (n = 360,000); AID 720504, 2013; further: potency means the concentration at half of the fitted maximal effect; series mostly up to about 57 µM; on the % scale 0 is the no-effect control and ±100 the full control effect; nearly all actives have a fitted effect of over 65% in size
Target sequence (P53350 whole entry, looked up, the tested form may be a part): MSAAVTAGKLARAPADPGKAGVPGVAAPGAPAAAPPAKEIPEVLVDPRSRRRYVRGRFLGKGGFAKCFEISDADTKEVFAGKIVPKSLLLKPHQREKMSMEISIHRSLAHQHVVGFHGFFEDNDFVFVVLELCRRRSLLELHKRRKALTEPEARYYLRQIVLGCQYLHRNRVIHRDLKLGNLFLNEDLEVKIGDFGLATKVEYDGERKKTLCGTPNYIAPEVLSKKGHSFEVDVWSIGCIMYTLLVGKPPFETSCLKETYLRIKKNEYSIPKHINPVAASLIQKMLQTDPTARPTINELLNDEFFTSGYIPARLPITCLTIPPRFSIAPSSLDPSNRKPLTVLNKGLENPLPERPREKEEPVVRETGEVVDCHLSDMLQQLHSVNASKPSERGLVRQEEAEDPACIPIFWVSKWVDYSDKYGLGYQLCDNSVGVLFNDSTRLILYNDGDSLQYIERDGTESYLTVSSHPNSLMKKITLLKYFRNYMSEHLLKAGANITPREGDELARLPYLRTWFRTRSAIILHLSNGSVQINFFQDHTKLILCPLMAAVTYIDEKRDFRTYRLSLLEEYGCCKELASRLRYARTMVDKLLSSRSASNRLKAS
PI5P4Ka inh = qHTS for Inhibitors of phosphatidylinositol 5-phosphate 4-kinase (PI5P4K); max response, %; actives 1.2% (n = 330,000); AID 652105, 2013; PI5P4Kalpha enzyme, ADP-Glo luminescence, 60 min; active compounds read low; active means max response of -50% or lower; inconclusive means between -30% and -50%; inactive means -30% or higher; further: value at the top dose of about 77 µM; on the % scale 0 is the no-effect control and ±100 the full control effect
Target sequence (P48426 whole entry, looked up): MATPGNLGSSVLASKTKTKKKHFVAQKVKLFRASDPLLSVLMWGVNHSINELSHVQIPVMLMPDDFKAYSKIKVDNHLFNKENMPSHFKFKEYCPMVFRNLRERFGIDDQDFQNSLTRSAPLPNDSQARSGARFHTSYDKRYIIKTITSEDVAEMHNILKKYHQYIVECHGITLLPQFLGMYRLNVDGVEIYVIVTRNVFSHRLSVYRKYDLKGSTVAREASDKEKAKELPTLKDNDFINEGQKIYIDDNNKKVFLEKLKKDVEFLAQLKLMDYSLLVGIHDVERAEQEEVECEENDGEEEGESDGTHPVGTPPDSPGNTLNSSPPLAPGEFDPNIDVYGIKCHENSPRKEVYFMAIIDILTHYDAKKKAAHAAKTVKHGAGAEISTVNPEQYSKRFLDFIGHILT
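Reactions run in 0.038 M HEPES pH 7.4, 0.28 mM EGTA, 0.1% CHAPS and 5% DMSO, with PI5P4Kalpha, substrate, compound and 5 microM ATP final, one hour at room temperature. Readout is ADP-Glo luminescence.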
EPAC1 agonist = qHTS for Agonist of cAMP-regulated guanine nucleotide exchange factor 3 (EPAC1): primary screen. Potency, µM (highest dose often 154 µM), inactives show top-dose activation, usual class: activators. AID 720707, 2013. actives 0.073% (n = 360,000). Rap guanine nucleotide exchange factor 3 (Homo sapiens), O95398. EPAC1 agonist qHTS, biochemical assay; response scale: 100% = response to 6.5 mM cAMP; further: potency means the concentration at half of the fitted maximal effect; nearly all actives have a fitted effect of over 60% in size
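Nucleotide exchange assay: 100 nM EPAC1 with 250 nM Rap1B loaded with BODIPY-GDP and 50 uM GDP, room temperature. Fluorescence (480/540 nm) read every 5 min for 30 min; signal change normalized to 6.5 mM cAMP as full agonist.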
Abeta yeast res = qHTS for compounds that reverse cellular toxicity of Amyloid beta (A-beta) peptide in yeast: Primary Screen. yeast expressing A-beta42, growth rescue, OD600, 48 h; response scale: 0% DMSO, 100% iron-clioquinol control. AID 1347071, 2019. actives 0.063% (n = 410,000). Potency, µM (titrated, usually from 46.1 µM), inactives show at the top dose growth rescue, most hits filed as activators; further: potency means the concentration at half of the fitted maximal effect; nearly all actives have a fitted effect of over 55% in size
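Yeast growth medium received pinned compounds, then yeast cells expressing toxic A-beta were added; plates incubated at 30 C for 48 hr. Growth read as absorbance at 600 nm, normalized to DMSO and equimolar FeCl3 plus clioquinol controls.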
FUS yeast rescue = qHTS for Suppressors of FUS Proteinopathy: Primary screen using FUS-linked yeast assay | AID 1347120, 2019 | Potency, µM (doses to about 76.6 µM), without a hit: at the top dose growth rescue (activation), actives largely listed as activators | actives 0.24% (n = 390,000) | S. cerevisiae FUS-expressing, growth rescue, OD600, 24 h;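 further: potency means the concentration at half of the fitted maximal effect; plate controls were DMSO vehicle for no effect and reference control for full effect; nearly all actives have a fitted effect of over 55% in size; some results filed as inactive show a strong effect at the top dose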
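Restored growth of FUS-toxic S. cerevisiae, read as 600 nm absorbance after 24 h at 30C in galactose medium (starting OD 0.005). Controls CP55940 and DMSO.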
IL2 activator = qHTS of IL-2 Activators; IL-2 activation reporter assay, cell-based qHTS; stimulated with anti-CD3/CD4/CD28 beads; in transgenic mouse T cells; activation, % (series mostly up to about 46 µM); actives 0.065% (n = 360,000); AID 652025, 2013; in the data active means activation above about 50%; inconclusive means mostly about 30% to 49%; further: 0% is about no effect
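Using fluorescent plate cytometry, EGFP and DsRed are detected in transgenic mouse T cells stimulated 18 h at 37 degrees C with antibody-coated beads after 60 min compound pretreatment.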
EPAC1 antag = qHTS for Antagonist of cAMP-regulated guanine nucleotide exchange factor 3 (EPAC1): primary screen. AID 720709, 2013. Potency, µM (highest dose often 115 µM), for inactives: at the highest dose activity change, negative = inhibition, actives largely listed as inhibitors. EPAC1 GEF assay, Rap1b-BODIPY-GDP exchange fluorescence. actives 0.14% (n = 360,000);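 further: potency means the concentration at half of the fitted maximal effect; plate controls were vehicle for no effect and positive control for full effect; nearly all actives have a fitted effect of over 50% in size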
aSyn yeast inh = qHTS of alpha-syn Inhibitors; Yeast expressing alpha-synuclein, growth rescue, BacTiter-Glo, 24 h; Potency, µM (highest dose often 46.1 µM), for inactives: at the highest dose growth rescue (activation), most hits filed as activators; actives 0.14% (n = 370,000); AID 652106, 2013; further: potency means the concentration at half of the fitted maximal effect; % of control where 0% means no effect; nearly all actives have a fitted effect of over 65% in size
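Screening used galactose-induced yeast with toxic alpha-synuclein levels, exposed to compound for 24 hr at 30 deg C. Cell growth, read with BacTiter-Glo luminescence, gave the measured signal.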
WRN inhibitor = qHTS for Inhibitors of WRN Helicase | WRN helicase unwinding, fluorescent forked duplex, kinetic | Potency, µM (doses to about 114 µM), for the others: at the highest dose activity change, negative = inhibition, hits mostly inhibitors | actives 0.46% (n = 360,000) | AID 651768, 2012; further: potency means the concentration at half of the fitted maximal effect; on the % scale 0 is the no-effect control and ±100 the full control effect; nearly all actives have a fitted effect of over 55% in size
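WRN at 20 nM final preincubated with compound 15 min at room temperature; reaction started with 100 nM fluorophore/quencher forked duplex oligonucleotide and 2 mM ATP final. Unwinding followed kinetically by red fluorescence (ex 525, em 598 nm).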
An asterisk follows results filed as active; u = inconclusive; x = not tested or not shown; & = joins results of further samples; [ ] = remark or other dose. Unless noted, the call rests on the fitted dose curve; in most records, active means well fitted curve in the direction sought with a large enough effect; inconclusive means small, poorly fitted or top-dose-only effect, or another doubt; inactive means no such curve, though single readings can be large; an effect the other way counts as inactive or inconclusive.

entry	Structure	PLK1 PBD block	PI5P4Ka inh	EPAC1 agonist	Abeta yeast res	FUS yeast rescue	IL2 activator	EPAC1 antag	aSyn yeast inh	WRN inhibitor
1	Cc1nc2ccc(NC(=O)N3CCOCC3)cc2s1	-5%	-3	-5%	13%	2%	2.0	4%	0%	-1%
2	O=C(c1ccccc1)N1N=C(C(F)(F)F)CC1(O)c1ccccc1 (stereo not drawn)	-14%	-1	2%	9%	-6%	-0.6	-9%	6%	-6%
3	Cc1cccc(NC(=O)C2CC(=O)OC23CCCC3)c1 (stereo not drawn)	-22%	u	-3%	15%	20%	-3.0	12%	2%	-10%[57.1 µM]
4	CCN1C(=O)[C@@H]2[C@@H](c3ccc(-c4ccc(F)cc4)cc3)N3CCCC[C@@]3(C(=O)OC)[C@@H]2C1=O	-2%	3	5%	5%	25%	-0.4	-7%	1%	-13%
5	Cc1ccccc1OCCC(=O)OCC(=O)N(C)c1c(N)n(Cc2ccccc2)c(=O)[nH]c1=O	-3%	-4	-6%	-14%	x	-2.4	-16%	-2%	-34%
6	COc1ccc(-n2c(Cc3cccn3C)nnc2SCC(=O)NCc2ccc(F)cc2)cc1	-8%	3	-4%	2%	u	0.7	-5%	-9%	6%
7	Cc1ccc(-c2cc(C(=O)Nc3ccc(S(=O)(=O)Nc4onc(C)c4C)cc3)c3ccccc3n2)cc1	34µM*	-13	1%	-15%	20%	3.2	u	0%	1%[11.6 µM]
8	O=C(COC(=O)/C=C/c1cccc(F)c1)NNC(=O)c1ccccc1	-3%	0	9%	15%	12%	-0.9	6%	3%	-7%
9	O=C1CCC(=O)N1c1ccccc1OS(=O)(=O)c1ccccc1	-10%	-7	-11%	15%	1%	0.2	-5%	-2%	-2%
10	CC(=O)N1N=C(c2ccc(NS(=O)(=O)c3ccccc3)cc2)CC1c1ccco1 (stereo not drawn)	-11%	-9	9%	4%	24%	0.7	-5%	-7%	-8%
11	O=C(Nc1ccc(Cl)c(C(F)(F)F)c1)c1ccncc1	-14%	-1	-5%	15%	-8%	-1.6	-3%	-1%	-7%
12	CSc1nc2cc(C)nn2c(-c2ccc(C(C)(C)C)cc2)c1C#N	-15%	-1	-3%	-5%	22%	-0.6	-2%	9%	15%
13	COc1ccc(C(=O)NCCn2ccc3ccccc32)c(OC)c1	-1%	x	-2%	-7%	22%	-3.0	-6%	0%	2%
14	O=C(O)CSc1cc(C(=O)c2cc(F)ccc2O)cn2c(=O)c3c(-c4ccccc4)csc3nc12	u	u	-1%	x	u	0.6	u	4%	-25%
15	CC(=O)c1ccc(NC(=O)COC(=O)C2C3CC4OC(=O)C2C4C3)cc1 (stereo not drawn)	-7%	-17	9%	-3%	9%	-2.6	-28%	-6%	-28%
16	COc1ccc(C(=O)Nc2ccc3c(c2)OCCO3)cc1	-8%	x	8%	-3%	9%	0.4	3%	-15%	-7%
17	CCOc1ccc(C(=O)NCC(C)C)cc1	-2%	3	1%	16%	-18%	-0.4	-7%	-9%	-7%
18	COc1ccc(C(=O)Nc2cccc(/C(C)=N/NC(=O)c3ccc([N+](=O)[O-])c(C)c3)c2)cc1OC	4%	-4	5%	0%	8%	-1.6	-10%	-4%	-4%
19	Cn1c(SCC(=O)c2ccccc2F)nnc1C1CC1	u	4	0%	-27%	16%	-2.7	1%	2%	10%
20	CN(C)/C=C1\C(=O)N(c2ccc(Cl)c(Cl)c2)CS1(=O)=O	5%	1	4%	-8%	12%	-4.6	15%	4%	16%[57.1 µM]
21	c1ccc(CCc2nn3c(Cn4nnc5ccccc54)nnc3s2)cc1	13µM*	-28	-12%	-2%	32%	-2.4	1%	-9%	-1%
22	COc1cccc(CNC(=O)CCNS(=O)(=O)c2cccc3nsnc23)c1	-4%	-1	5%	-5%&-10%	7%&16%	-1.0	6%	-12%	8%
23	CNc1c([N+](=O)[O-])cnn1-c1cccc(Cl)n1	-4%	0	13%	7%	-7%	0.9	9%	-2%	-4%
24	CCOc1ccc(NC(=O)CSc2nnc(Cc3ccccc3)c(=O)n2N)cc1	-3%	12	-4%	3%	-1%	-2.7	13%	-8%	-7%
25	COc1cc(C2NC(=S)NC(c3ccccc3)=C2C(C)=O)cc(Br)c1OCC(N)=O (stereo not drawn)	-10%	-19	-6%	5%	0%	-0.3	-1%	-2%	10%
26	CSCCC(NC(=O)COc1ccccc1)C(=O)N1CCN(c2ccccc2F)CC1 (stereo not drawn)	0%	x	-1%	17%	21%	-2.5	2%	5%	-11%
27	O=C(NCc1ccc(OC(F)(F)F)cc1)C12CN(Cc3ccccc3)CC1C(c1cccc([N+](=O)[O-])c1)=NO2 (stereo not drawn)	-18%	-1	-23%	0%	29%	-0.3	u	0%	1%
28	O=C(NC(=S)Nc1ccc(CN2CCOCC2)cc1)c1ccc([N+](=O)[O-])cc1	u	-4	10%	-13%	-2%	0.0	7%	-3%	3%
29	O=C(Nc1ccc(S(=O)(=O)N2CCCCC2)cc1)C1CC(=O)N(c2ccc(F)cc2)C1 (stereo not drawn)	-8%	-7	6%	12%	30%	0.4	-7%	3%	-6%
30	CCC(=O)Nc1ccc(C(=O)NNC(=O)Cc2ccccc2)cc1	-9%	2	-3%	7%	x	0.4	1%	-4%	-18%
31	O=C(CNC(=O)c1ccc(F)cc1)N/N=C/c1cn[nH]c1-c1ccccc1	-7%	6	6%	2%	1%	-1.4	7%	1%	-21%[57.1 µM]
32	CCCN1CN=C(Nc2nc3ccccc3o2)NC1	-6%	-1	6%	4%	-3%	1.9	0%	-6%	-6%
33	O=C(Nc1ccccc1N1CCN(c2ccccc2)CC1)C1CCCCC1	-2%	x	0%	9%	4%	-1.0	4%	0%	-2%
34	COc1cc(OC)cc(C(=O)N2CCC(N3CCCCCC3)CC2)c1	-9%	x	9%	-1%	18%	-2.7	4%	-3%	1%
35	COc1ccc(CNC(=O)c2sc(=O)n(Cc3ccccc3OC)c2C)cc1	-1%	2	2%	-1%	36%	0.7	-18%	9%	3%[57.1 µM]
36	ON=C1c2ccccc2-c2ccc(O)cc21	1%	32	4%	-56%[inhibitor]	x	-3.6	6%	6%	-12%
37	CC(C)C(NC(=O)c1ccccc1)C(=O)N/N=C\c1ccco1 (stereo not drawn)	-4%	10	6%	-1%	6%	0.7	0%	-6%	-22%
38	COc1ccc(CNc2oc(-c3cccc4ccccc34)nc2P(=O)(OC)OC)cc1	3%	6	2%	-8%	u	-3.4	-16%	19%	-3%
39	c1ccc(Oc2cccc(OCCCCSc3ncccn3)c2)cc1	2%	28	5%	0%	26%	-2.1	2%	0%	-12%[57.1 µM]
40	CN(C)c1nc(N(C)C)nc(N2CC(=O)N(c3ccccc3)C2=N)n1	-2%	-1	0%	-3%	7%	-1.6	-12%	2%	2%

Full records, looked up by structure:
c1ccc(Oc2cccc(OCCCCSc3ncccn3)c2)cc1 as listed: PLK1 PBD block: 2%; PI5P4Ka inh: 28; EPAC1 agonist: 5%; Abeta yeast res: 0%; FUS yeast rescue: 26%; IL2 activator: -2.1; EPAC1 antag: 2%; aSyn yeast inh: 0%; WRN inhibitor: -12%[57.1 µM]
CN(C)c1nc(N(C)C)nc(N2CC(=O)N(c3ccccc3)C2=N)n1 as listed: PLK1 PBD block: -2%; PI5P4Ka inh: -1; EPAC1 agonist: 0%; Abeta yeast res: -3%; FUS yeast rescue: 7%; IL2 activator: -1.6; EPAC1 antag: -12%; aSyn yeast inh: 2%; WRN inhibitor: 2%

The list continues.
entry	Structure	PLK1 PBD block	PI5P4Ka inh	EPAC1 agonist	Abeta yeast res	FUS yeast rescue	IL2 activator	EPAC1 antag	aSyn yeast inh	WRN inhibitor
41	O=C(Nc1ccc(CN2CCCCC2)cc1)Nc1ccc(Br)cc1Cl	-11%	-1	6%	-5%	37%	-2.8	0%	4%	-9%
42	CCOC(=O)c1cc(C)n(-c2ccc(OC)c(OC)c2)c1C	-7%	3	5%	-36%[inhibitor]	0%	0.6	3%	4%	-3%
43	C[C@@H](C(=O)OCn1nnc2ccccc2c1=O)N1C(=O)C2CCCCC2C1=O (stereo partly drawn)	-9%	2	8%	7%	-33%	-2.0	-30%	8%	3%
44	COc1cc(/C=C2/C(=O)ON=C2C)ccc1OCc1ccccc1F	u	x	4%	-14%	1%	-1.2	-9%	11%	-14%
45	O=C(Nc1ccc(O)c2c(=O)cc(-c3ccccc3Cl)oc12)c1cccs1	-7%	2	-5%	1%	0%	-0.3	-19%	1%	3%
46	Cn1nnnc1Sc1ccc([N+](=O)[O-])cc1Cl	-14%	-3	9%	5%	-13%	0.4	1%	0%	-3%
47	COc1ccc(OC)c2c(=O)cc(C(=O)O)[nH]c12	1%	-12	-6%	9%	13%	3.4	-24%	-6%	-26%
48	Cn1c(CN2CCN(c3cccc(Cl)c3)CC2)nc2ccccc21	-3%	x	9%	-5%	30%	-1.7	-10%	9%	-6%
49	O=C(Nc1ccsc1C(=O)N1CCCC1)c1ccccc1	1%	7	-6%	-16%	8%	-4.2	-15%	1%	-3%
50	CCOC(=O)Cc1csc(SCc2nc3sc4c(c3c(=O)[nH]2)CCC4)n1	-8%	-10	-6%	23%	24%	0.7	6%	2%	-3%
51	COc1cc([N+](=O)[O-])ccc1-c1ccc(/C=N\n2cnnc2)o1	-23%	-17	22%	-20%	-4%	1.2	-7%	-30%[inhibitor]	-16%
52	CC1CC(C)CN(S(=O)(=O)c2ccc(NC(=O)CCNC(=O)c3ccc([N+](=O)[O-])cc3)cc2)C1 (stereo not drawn)	3%	3	13%	9%	-11%	0.5	5%	1%	0%
